# High-throughput results from PubChem.
# sEH act: soluble epoxide hydrolase (human) activation | purified human sEH enzymatic activity, activator screen | P34913 | actives 0.04% (n = 91,000) | activation, % at 2 µM; in the data active = activation above about 37%; also: values of inactives mirror those of a sister screen read the other way
# MT1-MMP txn act: MT1-MMP promoter transcription activation. HT1080 MT1-MMP promoter luciferase reporter, luminescence, overnight; active compounds read high. activation factor at 10 µM. actives 0.16% (n = 86,000);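 active = activation factor of at least 2 for MT1-MMP transcription at 10 µM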
# Mac1 fbg enh: CD11b/CD18-fibrinogen binding enhancement | P05107+P11215 | K562 CD11b/CD18 adhesion to fibrinogen, ATPlite luminescence | activation, % at 10 µM | actives 0.07% (n = 93,000) | AID 1499;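 active = 10 µM primary screen giving 50% or more activity, confirmed by 40% or more on retest at that dose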; also: strong numbers were not always called active; reference of the scale not given here
# Target sequence (P05107 whole entry, looked up, other chains not shown): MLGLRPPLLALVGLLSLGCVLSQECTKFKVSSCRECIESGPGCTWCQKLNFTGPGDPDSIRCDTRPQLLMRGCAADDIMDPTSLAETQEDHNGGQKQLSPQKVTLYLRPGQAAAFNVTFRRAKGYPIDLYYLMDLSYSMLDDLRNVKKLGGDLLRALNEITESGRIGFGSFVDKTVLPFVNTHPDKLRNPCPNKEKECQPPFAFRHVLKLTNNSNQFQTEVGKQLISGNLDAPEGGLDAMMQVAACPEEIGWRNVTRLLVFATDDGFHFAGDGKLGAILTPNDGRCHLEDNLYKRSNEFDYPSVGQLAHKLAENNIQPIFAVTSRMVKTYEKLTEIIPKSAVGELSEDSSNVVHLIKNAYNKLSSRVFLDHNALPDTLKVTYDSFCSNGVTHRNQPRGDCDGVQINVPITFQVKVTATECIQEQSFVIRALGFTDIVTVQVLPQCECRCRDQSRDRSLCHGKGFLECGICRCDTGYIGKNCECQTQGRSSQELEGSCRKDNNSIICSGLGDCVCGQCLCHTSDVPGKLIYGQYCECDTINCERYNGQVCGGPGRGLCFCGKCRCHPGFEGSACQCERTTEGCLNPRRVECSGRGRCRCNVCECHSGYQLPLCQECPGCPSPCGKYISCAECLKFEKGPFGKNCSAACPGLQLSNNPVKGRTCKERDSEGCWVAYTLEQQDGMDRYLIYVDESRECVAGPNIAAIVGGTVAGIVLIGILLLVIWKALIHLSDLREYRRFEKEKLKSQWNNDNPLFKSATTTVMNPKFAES
# Candida biofilm: kills Candida albicans biofilms; actives 0.14% (n = 85,000); inhibition, % at 6 µM; C. albicans biofilm + clotrimazole, Alamar Blue; AID 834;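 active = inhibition above 20%; inactive = inhibition below 20%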;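 also: preformed 24 hr biofilms exposed to compound for 48 hr; 0% = biofilm without compound and 100% = blank killed by clotrimazole plus chlorhexidine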
# sEH inh: inhibitors of human soluble epoxide hydrolase; recombinant human sEH enzymatic activity assay; P34913; actives 0.34% (n = 91,000); inhibition, % at 2 µM; in the data active = inhibition above about 80%; also: values of inactives mirror those of a sister screen read the other way; many of its hits are not listed in these tables
# * marks the source's active call; other numbers are inactive results; nt = not tested or not shown. These rows are one share of the data (hit frequency here may not be typical).
SMILES,sEH act,MT1-MMP txn act,Mac1 fbg enh,Candida biofilm,sEH inh
FC(F)(F)c1cc(C(F)(F)F)c2ccc(N3CCN(c4ccc(Cl)cc4)CC3)nc2n1,2.6,nt,nt,nt,-5.2
O=C(NC(NC1CCS(=O)(=O)C1)C(Cl)(Cl)Cl)c1cccc(Cl)c1 (stereo not given),-7.4,nt,nt,nt,5.5
O=C(CN1CCCC1)N/N=C/c1ccc(-c2cccc(Cl)c2)o1,-1.6,nt,nt,nt,4.6
Cc1ccc(OC(=O)C(C)c2cccc(C(=O)c3ccccc3)c2)cc1 (stereo not given),-6.3,nt,nt,nt,7.4
O=C1CC(SCCc2nc3ccccc3[nH]2)C(=O)N1c1ccc(F)cc1 (stereo not given),-18.9,nt,nt,nt,20.5
C[n+]1cn(CC(O)COCc2ccccc2)c2ccccc21 (stereo not given),-3.4,nt,nt,nt,1.4
COc1ccc([N+](=O)[O-])cc1NC1CCCCC1,-4.0,nt,nt,nt,6.0
COc1ccccc1NC(=O)CSc1nc2ccccc2cc1Cc1ccccc1,-6.4,nt,nt,nt,8.3
Cc1sc(=NC(=O)c2ccco2)n(C)c1-c1ccccc1,0.7,nt,nt,nt,-1.9
COc1ccc(-c2nnc(N3CCC(C)CC3)c3ccccc23)cc1,4.3,nt,nt,nt,-3.8
CCCc1nc(SCC(=O)Nc2nnc(CC)s2)c2c(C)c(C)sc2n1,-0.1,nt,nt,nt,2.4
COC(=O)c1cc(-c2ccccc2)sc1NC(=O)CN1C(=O)c2ccccc2C1=O,-15.9,nt,nt,nt,16.4
O=c1c(-c2ccc(Cl)cc2)[n+]([O-])c2ccccc2n1OCc1ccccn1,-6.1,nt,nt,nt,8.6
CCOc1c2ccc(C(=O)NC3CCCc4ccccc43)cc2nn1C (stereo not given),-2.0,nt,nt,nt,3.1
CSc1nnc(C)c(/C=C/Nc2ccc(F)cc2)n1,13.4,nt,nt,nt,-11.2
COc1ccc(N=C2S/C(=C\c3ccc(N4CCOCC4)o3)C(=O)N2CCc2c[nH]c3ccccc23)cc1,-9.5,nt,nt,nt,12.0
CCS(=O)(=O)c1ccc2c(c1)N(S(=O)(=O)c1ccc(OC)cc1)CC(C(=O)O)O2 (stereo not given),4.6,nt,nt,nt,-3.5
O=C(CN1C(=O)c2cccc3cccc(c23)C1=O)N1CCCCCC1,-6.7,nt,nt,nt,5.5
O=C(/C=C/Nc1cccc([N+](=O)[O-])c1)c1ccco1,2.4,nt,nt,nt,0.4
Cc1ccc(NC(=O)c2ccccc2)cc1OC(=O)c1ccccc1,-28.6,nt,nt,nt,27.8

# Five compounds picked at random from the list so far, as already listed:
SMILES,sEH act,MT1-MMP txn act,Mac1 fbg enh,Candida biofilm,sEH inh
Cc1sc(=NC(=O)c2ccco2)n(C)c1-c1ccccc1,0.7,nt,nt,nt,-1.9
COc1ccccc1NC(=O)CSc1nc2ccccc2cc1Cc1ccccc1,-6.4,nt,nt,nt,8.3
COc1ccc([N+](=O)[O-])cc1NC1CCCCC1,-4.0,nt,nt,nt,6.0
O=C1CC(SCCc2nc3ccccc3[nH]2)C(=O)N1c1ccc(F)cc1 (stereo not given),-18.9,nt,nt,nt,20.5
Cc1ccc(OC(=O)C(C)c2cccc(C(=O)c3ccccc3)c2)cc1 (stereo not given),-6.3,nt,nt,nt,7.4

# Next part.
SMILES,sEH act,MT1-MMP txn act,Mac1 fbg enh,Candida biofilm,sEH inh
O=c1/c(=C\c2ccc(O)cc2)sc2n1C(c1ccccc1)C(c1ccccc1)=NN=2 (stereo not given),10.6,nt,nt,nt,-7.6
CSc1cc(-c2ccc(Cl)cc2)c(C(=O)NN)s1,-3.1,nt,nt,nt,5.8
Cc1nn(CCOc2ccccc2)c(=O)n1-c1ccccc1,-18.1,nt,nt,nt,18.6
COc1ccc(S(=O)(=O)N2c3cc(C)ccc3OCC2C(C)(C)C)cc1 (stereo not given),-7.1,nt,nt,nt,9.3
O=C(COc1ccccc1)NC(NC(=S)Nc1ccccc1C(=O)O)C(Cl)(Cl)Cl (stereo not given),15.4,nt,nt,nt,-17.8
COc1ccc(OCCNc2cc(N3CCCCC3)ccc2[N+](=O)[O-])cc1,0.1,nt,nt,nt,2.9
Cc1cc(C)c(OCCCCn2cnc3ccccc3c2=O)c(C)c1,-0.9,nt,nt,nt,2.8
CC(C)NC(=O)c1onc(CSc2cccc(Cl)c2)c1C(=O)O,1.4,nt,nt,nt,4.3
COc1cc(OC)cc(C(=O)NC(=S)NNC(=O)Cc2cccs2)c1,nt,nt,-2.8,nt,nt
CC(C)N1CCc2[nH]c(=S)[nH]c(=O)c2C1,nt,nt,-0.4,nt,nt
CCS(=O)(=O)Nc1ccc(-c2cc(-c3ccccc3)c3cc(C)ccc3n2)cc1,nt,nt,-3.8,nt,nt
CSc1nc(N)nc(SCC(=O)Nc2cccc(F)c2)c1C#N,nt,nt,-3.3,nt,nt
NS(=O)(=O)c1ccc(CCNC(=S)Nc2ccccc2)cc1,nt,nt,4.0,nt,nt
O=C(Nc1ccc2c(c1)OCO2)c1ccc(N2C(=O)c3ccccc3C2=O)cc1,nt,nt,23.5,nt,nt
CCCCCOC(=O)C1C(c2ccccc2)C(C(=O)O)C1c1ccccc1 (stereo not given),nt,1.2,nt,-0.9,nt
CN(Cc1ccco1)S(=O)(=O)c1ccc2c(c1)CCN2C(=O)CCC(=O)O,nt,1.2,nt,3.1,nt
O=C(C1CCCN(S(=O)(=O)c2cccc3nonc23)C1)N1CCN(c2ccccc2Cl)CC1 (stereo not given),nt,1,nt,-5.5,nt
CCC(=O)N1CCc2cc(S(=O)(=O)NC(Cc3ccccc3)C(=O)NC3CCCCC3)ccc21 (stereo not given),nt,1.2,nt,-2.7,nt
CCCCCC(=O)N1CC2(CC)CN(C(=O)CCCCC)CC(CC)(C1)C2=O,nt,1.1,nt,7.3,nt
C=CCn1c(O)c(N=NC(=S)Nc2ccc(OC)cc2)c2ccccc21,nt,1.1,nt,4.2,nt

# Four entries out of the list, sorted by formula weight, ascending:
SMILES,sEH act,MT1-MMP txn act,Mac1 fbg enh,Candida biofilm,sEH inh
CC(C)N1CCc2[nH]c(=S)[nH]c(=O)c2C1,nt,nt,-0.4,nt,nt
CSc1cc(-c2ccc(Cl)cc2)c(C(=O)NN)s1,-3.1,nt,nt,nt,5.8
COc1cc(OC)cc(C(=O)NC(=S)NNC(=O)Cc2cccs2)c1,nt,nt,-2.8,nt,nt
O=C(COc1ccccc1)NC(NC(=S)Nc1ccccc1C(=O)O)C(Cl)(Cl)Cl (stereo not given),15.4,nt,nt,nt,-17.8

# Continued.
SMILES,sEH act,MT1-MMP txn act,Mac1 fbg enh,Candida biofilm,sEH inh
COc1ccc(-c2noc(CCC(=O)O)n2)cc1,nt,1,nt,-0.9,nt
CCC(C)NC(=O)CC(NS(=O)(=O)c1ccc(C)cc1)c1ccc(OC)cc1 (stereo not given),nt,1.1,nt,-2.8,nt
CCC(=O)N1CCc2cc(S(=O)(=O)NC(Cc3ccccc3)C(=O)Nc3nccs3)ccc21 (stereo not given),nt,1.3,nt,-0.7,nt
Cc1ccc(C)c(CSc2ncccc2C(=O)O)c1,nt,1,nt,3.4,nt
CN(CC(=O)N1CCN(c2cccc(Cl)c2)CC1)S(=O)(=O)c1cnc[nH]1,nt,1.2,nt,-1.9,nt
Cc1cc(C2(c3ccc(O)c(C)c3)OC(=O)c3ccccc32)ccc1O,nt,1.3,nt,-3.7,nt
COc1ccccc1NC(=O)Cn1cnc2sc(C)c(S(=O)(=O)N3CCCCC3)c2c1=O,nt,1.2,nt,2.5,nt
CCOc1ccc(S(=O)(=O)NCc2ccc(Cl)cc2)c2cccnc12,nt,1.1,nt,1.8,nt
CCOC(=O)C1(C(=O)OCC)C(c2ccccc2)CC(O)N1C(C)=O (stereo not given),nt,1.2,nt,1.2,nt
COc1ccc(OCC2CNC(=O)O2)cc1 (stereo not given),nt,1.1,nt,9.7,nt
Cc1ccc(NC(=O)c2oc3ccc(S(=O)(=O)N4CCC5(CC4)OCCO5)cc3c2C)cc1C,nt,1.2,nt,3.7,nt
CCOc1ccc(S(=O)(=O)NCc2ccc(C)cc2)c2cccnc12,nt,1.2,nt,0.4,nt
CCCN(CCC)C(=O)CSc1ncccc1C(=O)O,nt,1.2,nt,2.6,nt
O=C1NC(NS(=O)(=O)c2ccc(Cl)cc2)(C(F)(F)F)C(=O)N1Cc1cccnc1 (stereo not given),nt,1.1,nt,1.9,nt
Cc1ccc(O)c(C(CC(=O)N2CCCC2)c2ccccc2)c1 (stereo not given),nt,1.2,nt,8.9,nt
O=C(NCCc1ccccc1)C(NS(=O)(=O)c1cccc2nsnc12)c1ccccc1 (stereo not given),nt,1.3,nt,1.2,nt
CCOC(=O)c1ccc(NC(=O)CN2C(=O)CNC2=O)cc1,-0.6,1.3,nt,nt,3.1
CCOC(=O)c1[nH]c2ccc(OC)cc2c1C,20.2,1.4,nt,nt,-22.0
Cc1nc2ncnn2c(C)c1CCC(=O)Nc1ccc(S(=O)(=O)N2CCCCCC2)cc1,-20.8,0.9,nt,nt,21.0
CN1CCN(Cc2nc3c(c(=O)n(C)c(=O)n3C)n2CCCc2ccccc2)CC1,-1.1,1.1,nt,nt,3.8

# Molecules above that have a CF3 group (2):
SMILES,sEH act,MT1-MMP txn act,Mac1 fbg enh,Candida biofilm,sEH inh
FC(F)(F)c1cc(C(F)(F)F)c2ccc(N3CCN(c4ccc(Cl)cc4)CC3)nc2n1,2.6,nt,nt,nt,-5.2
O=C1NC(NS(=O)(=O)c2ccc(Cl)cc2)(C(F)(F)F)C(=O)N1Cc1cccnc1 (stereo not given),nt,1.1,nt,1.9,nt

# The list goes on.
SMILES,sEH act,MT1-MMP txn act,Mac1 fbg enh,Candida biofilm,sEH inh
COc1ccccc1C(=O)Nc1cc(-c2nn3c(C)nnc3s2)ccc1C,15.4,0.9,nt,nt,-15.8
CCn1cc(C(=O)NCc2ccco2)c2cc(OC)c(OC)cc2c1=O,-11.9,1.1,nt,nt,10.2
Cc1cc(C(=O)COc2cccc3cccnc23)c(C)n1C,-3.4,1.4,nt,nt,5.8
CCOC(=O)C(C)Sc1ncnc2nc[nH]c12 (stereo not given),11.6,1.1,nt,nt,-11.2
O=C1c2ccccc2C(Nc2ccc3c(c2)OCO3)N1Cc1ccco1 (stereo not given),-13.2,1,nt,nt,12.9
Cc1cc(C)c(NC(=O)C2CSCCS2)c(C)c1 (stereo not given),2.1,1.2,nt,nt,0.0
CCC1CCCCN1C(=O)CSc1nnc(-c2ccco2)o1 (stereo not given),7.9,1.6,nt,nt,-5.0
CCNC(=O)CC1SC(=Nc2ccccc2C)N(C)C1=O (stereo not given),-4.8,1.1,nt,nt,4.7
CC1=C(C(=O)NC(C)C)C2(CCC(C)CC2)OC1=O (stereo not given),5.7,1.1,nt,nt,-6.0
COc1cccc(-c2nc(CS(=O)(=O)CC(=O)N3CCN(C)CC3)c(C)o2)c1,13.4,1.1,nt,nt,-13.6
O=C(NCc1ccco1)c1ccc2c(c1)N(Cc1ccccc1)C(=O)CS2=O (stereo not given),7.3,1.1,nt,nt,-7.5
CCOC(=O)C1=C(C)NC(C)=C(C(=O)OCC)C1c1nc2ccccc2[nH]1,-0.8,1.1,nt,nt,-1.1
C=CCn1c(-c2ccc(OC)c(OC)c2)cs/c1=N\c1ccccn1,-1.1,1.2,nt,nt,3.6
Cc1nn2cnc3sc4c(c3c2nc1=O)CCCC4,-0.8,1.1,nt,nt,0.8
Cc1ccc(S(=O)(=O)c2nc(-c3ccc(F)cc3)oc2SCC(N)=O)cc1,-9.8,1.1,nt,nt,8.0
COc1ccc(-n2nc(C(=O)N3CCC(C#N)CC3)c3c4ccccc4n(C)c3c2=O)cc1,-2.3,1.1,nt,nt,2.1
NC(=O)/C(=N\O)c1ccccc1,9.2,1.2,nt,nt,-10.9
Cc1noc(C)c1CSc1nc2[nH]ncc2c(=O)n1-c1ccccc1,-0.3,0.4,nt,nt,-0.4
O=C(c1ccccc1)C(Sc1ncn[nH]1)c1ccccc1 (stereo not given),-7.2,1,nt,nt,5.4
CC(=O)Nc1ccc(S(=O)(=O)NC(CC(=O)NCCCN2CCOCC2)C(C)C)cc1 (stereo not given),1.1,1.1,nt,nt,-2.4
CCOC(=O)N1CCN(C(=O)c2ccc(Cn3c(=S)[nH]c4cc5c(cc4c3=O)OCO5)cc2)CC1,1.1,1,nt,nt,1.5
Cc1ccc(Nc2nc(N3CCOCC3)nc(N3CCOCC3)n2)cc1,4.1,1,nt,nt,-2.5
CCOC(=O)N1CCN(C(=O)CS(=O)(=O)Cc2nc(-c3ccccc3C)oc2C)CC1,-0.8,1.1,nt,nt,0.5
Cc1cc(C)c(-c2cc(C(F)(F)F)no2)c(=O)[nH]1,-16.7,1,nt,nt,16.1
O=C(NCCN1CCOCC1)c1cc(-c2cccs2)on1,5.7,1.2,nt,nt,-3.0
Cc1cccc(Nc2nc(N)nc(CN3CCC(C)CC3)n2)c1C,-3.7,1,nt,nt,0.3
COCc1cc(C)nc(SCC(=O)Nc2cccc(C)c2)c1C#N,-8.9,1,nt,nt,7.1
O=C(O)C1CCC(CNCc2cccnc2)CC1 (stereo not given),1.6,1,nt,nt,1.0
